Cycloheximide cs: counter-screen for Shiga toxin inhibitors: cycloheximide protein synthesis inhibition; cell reporter, cycloheximide protein synthesis inhibition counterscreen; max response, %; hit rate 12% among 300,000; in the data active = max response mostly above about 13%, no sharp cut-off; inactive = mostly below about 14%; also: read at 38.3 µM for the half of the compounds with a filed dose; 0% is about no effect
Pf growth 48h: P. falciparum growth inhibition at 48 hours (one generation) | hit rate 5.9% among 310,000 | P. falciparum luciferase growth in erythrocytes, 48 h | Potency, µM (top dose mostly 28.7 µM), inactives show at the top dose activity change, negative = inhibition, most hits filed as inhibitors; also: potency is read from the fitted curve at half-maximal effect; % is scaled to controls: 0 for no effect and ±100 for the full control effect
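Luciferase-expressing parasites in RBCs, 2% Hct / 0.1% parasitemia final; RPMI 1640 + 0.5% Albumax; 37 C, 5% CO2, one generation; luminescence read-out, lower signal = inhibition.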
Shiga toxin inh: inhibitors of Shiga toxin in Vero cells. inhibition, % at 38.7 µM. Vero cells, Shiga toxin protein synthesis inhibition reporter. hit rate 9.2% among 290,000. AID 2315; in the data active = inhibition mostly above about 28%, no sharp cut-off; inactive = mostly below about 43%; also: 0% is about no effect
HCV inhibitor: inhibitors of hepatitis C virus infection. hit rate 3.4% among 340,000. Potency, µM (top dose mostly 41.8 µM), without a hit: top-dose activity change, negative = inhibition, hits mostly inhibitors. Huh7.5.1 HCVcc-Cre infection, luciferase reporter, 44 h; also: potency is read from the fitted curve at half-maximal effect; % is scaled to controls: 0 for no effect and ±100 for the full control effect
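Luciferase read-out (15 sec integration) after a 15 min room-temperature substrate step quantifies HCVcc-Cre infection. Cells, 1,000 per well, had compound added 4 h post-plating, then virus at ~0.5 moi, and were cultured 44 h.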
LmPK inh: inhibitors of Leishmania mexicana pyruvate kinase; Q27686; purified LmPK, Kinase-Glo ATP luminescence, 1 h; Potency, µM (series often up to 57.5 µM), inactives show at the highest dose activity change, negative = inhibition, hits mostly inhibitors; hit rate 0.37% among 290,000; also: potency is read from the fitted curve at half-maximal effect; % is scaled to controls: 0 for no effect and ±100 for the full control effect
Target sequence (Q27686 whole entry, looked up): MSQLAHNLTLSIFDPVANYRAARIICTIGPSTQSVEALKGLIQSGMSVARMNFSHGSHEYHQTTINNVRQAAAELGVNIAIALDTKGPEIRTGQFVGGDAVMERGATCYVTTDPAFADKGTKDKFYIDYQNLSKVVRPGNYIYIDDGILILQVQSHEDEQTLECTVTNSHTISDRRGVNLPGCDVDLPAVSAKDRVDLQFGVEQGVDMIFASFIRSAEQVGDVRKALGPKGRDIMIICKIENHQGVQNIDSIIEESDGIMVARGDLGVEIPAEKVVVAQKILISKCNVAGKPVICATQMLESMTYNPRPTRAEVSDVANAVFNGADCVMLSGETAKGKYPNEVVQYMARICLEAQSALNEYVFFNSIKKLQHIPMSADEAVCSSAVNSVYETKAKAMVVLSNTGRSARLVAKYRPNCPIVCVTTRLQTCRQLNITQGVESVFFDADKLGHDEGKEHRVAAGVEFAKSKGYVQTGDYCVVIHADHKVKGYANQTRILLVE
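In 50 mM imidazole pH 7.2 with 7 mM MgCl2, LmPK (0.1 nM) turned over PEP (0.5 mM) and ADP (0.1 mM) for 1 h at room temperature. Luciferase read-out of ATP.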
Pf growth 96h: P. falciparum growth inhibition at 96 hour, primary screen for plastid delayed-death inhibitors. P. falciparum luciferase reporter growth, 96 h. hit rate 6.9% among 320,000. Potency, µM (series often up to 28.7 µM), for the others: at the top dose activity change, negative = inhibition, actives largely listed as inhibitors; also: potency is read from the fitted curve at half-maximal effect; % is scaled to controls: 0 for no effect and ±100 for the full control effect
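96 h incubation, 37 C, 5% CO2, of luciferase-reporter P. falciparum-infected RBCs (2% hematocrit, 0.05% parasitemia final) with test compounds; endpoint luminescence.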
TbPYK inhibitor: blocks Trypanosoma brucei pyruvate kinase. hit rate 0.12% among 410,000. TbPYK enzyme, Kinase-Glo Plus ATP luminescence, 45 min. Potency, µM (doses to about 76.8 µM), without a hit: at the top dose activity, negative = inhibition, hits mostly inhibitors. AID 624173. Q57TT1; also: potency is read from the fitted curve at half-maximal effect; % is scaled to controls: 0 for no effect and ±100 for the full control effect; nearly all actives have a fitted effect of over 50% in size
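Quantitative HTS: titrated library compounds versus trypanosomal pyruvate kinase in TEA buffer (pH 7.2) containing KCl, MgCl2, BSA and Tween-20. Reactions were initiated with ADP, 130 uM final. Kinase-Glo Plus luminescence was read after 45 min at RT.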
* hit, by the source's call; ? = inconclusive; / = not tested or not shown; & = joins results of further samples; [ ] = another dose, or the depositor's remark. Unless noted, calls follow the shape of the dose curve; as a rule, active = well fitted curve in the direction sought with a large enough effect; inconclusive = small, poorly fitted or top-dose-only effect, or another doubt; inactive = no such curve, though single readings can be large; an effect the other way counts as inactive or inconclusive.

| structure | Cycloheximide cs | Pf growth 48h | Shiga toxin inh | HCV inhibitor | LmPK inh | Pf growth 96h | TbPYK inhibitor |
| --- | --- | --- | --- | --- | --- | --- | --- |
| COc1ccc2c(c1)c(/C=C/c1cc[n+](C)cc1)cn2C | -3 | 1.2µM* | -7 | -21% | 3% | 0.37µM* | -11% |
| CCCn1ncc(CN2CCCC(C(=O)c3cccc(OC)c3)C2)c1C (stereo unspecified) | 1 | ? | -12 | 14% | 3% | 0% | -5% |
| Cc1c(O)c(CN2CCCC2)cc2c3c(c(=O)oc12)CCC3 | 4 | 3.3µM* | -17 | ? | 7% | ? | -4% |
| CCSc1nnc(SCC(=O)c2c(N)n(C)c(=O)n(C)c2=O)s1 | / | ? | / | 6% | / | 4.1µM* | -3% |
| Cc1cc(C)n2nc(C(=O)Nc3ccccc3N3CCOCC3)nc2n1 | -3 | -3% | -4 | / | -2% | 32%[activator][5.75 µM] | / |
| CC(C)(C)CN1CCNC(=O)C1CC(=O)NC1Cc2ccccc2C1 (stereo unspecified) | -3 | 0% | 6 | 1% | -1% | ? | -17% |
| Cc1ccc2ncnc(-c3ccccc3)c2c1 | -3 | 34%[activator] | -8 | -2% | -3% | 40%[activator] | -4% |
| Cc1ccc(S(=O)(=O)N2CCC(C(=O)OC3CCOC3=O)CC2)cc1C (stereo unspecified) | / | 15% | / | 34%[activator] | / | 18% | -1% |
| O=C(c1ccc(Cn2c(=S)[nH]c3cc4c(cc3c2=O)OCO4)cc1)N1CCN(c2ncccn2)CC1 | -4 | 12µM* | -7 | / | 4% | ? | / |
| CC(NS(=O)(=O)c1ccc(OCC(=O)N2CCOCC2)cc1)c1ccccc1 (stereo unspecified) | -6 | 7% | -3 | 10% | 5% | -16% | -8% |

| structure | Cycloheximide cs | Pf growth 48h | Shiga toxin inh | HCV inhibitor | LmPK inh | Pf growth 96h | TbPYK inhibitor |
| --- | --- | --- | --- | --- | --- | --- | --- |
| Cc1ccc2ccccc2c1Cn1c(-n2ccnc2)nc2c1c(=O)n(C)c(=O)n2C | -1 | / | -17 | 6% | 16% | -90% | 2% |
| COC(=O)c1ccc(CSc2nc3ccc(Cl)cc3[nH]2)o1 | -2 | / | -6 | 21% | 2% | 26% | 1% |
| O=C(CSc1n[nH]c(=O)n1C1CC1)Nc1ccc(Cl)c(Cl)c1 | -1 | 65%[activator] | -2 | -3% | 6% | 120%[activator] | -22% |
| O=c1cc(N2CCCCC2)c(-c2ccccc2)nn1Cc1c(Cl)cccc1Cl | -2 | ? | -9 | ? | 1% | 10µM* | -14% |
| Cc1ccc(S(=O)(=O)CCC(=O)NCCc2ccc(Cl)cc2)cc1 | -6 | -13% | -12 | 8% | -4% | -14% | 5% |
| O=S(=O)(c1ccc(NCc2ccccc2)cc1)N1CCOCC1 | -4 | 27% | -3 | -10% | -2% | 2% | -4% |
| Cc1ccc(S(=O)(=O)/N=C(/Nc2ccc3[nH]c(=O)[nH]c3c2)c2ccc(F)cc2)cc1 | -4 | 0% | -7 | 9% | 5% | -13% | 0% |
| O=C(O)COc1ccc(-c2nccc(-c3ccccn3)n2)cc1 | 6 | 10% | 20 | 5% | -12% | ? | -17% |
| COc1cc(C(=O)OC(C)CN2CCCC2)cc(OC)c1OC (stereo unspecified) | -1 | 12% | -8 | -13% | 3% | 21% | 1% |
| O=C(NC1CCCCC1)N1CCN(c2ccccc2Cl)CC1 | 10 | 30% | 20 | 6% | 4% | 46%[activator] | 11% |

| structure | Cycloheximide cs | Pf growth 48h | Shiga toxin inh | HCV inhibitor | LmPK inh | Pf growth 96h | TbPYK inhibitor |
| --- | --- | --- | --- | --- | --- | --- | --- |
| O=C(C1CCCO1)N1CCN(C(=S)Nc2ccccc2C(F)(F)F)CC1 (stereo unspecified) | -4 | 5% | -8 | -5% | -3% | 65%[activator] | -1% |
| O=[N+]([O-])c1ccc2c(OCc3nnc(-c4ccccc4Br)o3)ncnc2c1 | -2 | ? | -2 | -7% | -1% | 9.3µM* | 4% |
| CCOc1cc(O)c(-c2[nH]ncc2-c2nc(C)cs2)cc1CC | -2 | 15µM* | 14 | ? | 5% | ? | 6% |
| CCOC(=O)c1ccc(N2C(=O)CC(Sc3ncccn3)C2=O)cc1 (stereo unspecified) | 12 | 11% | -3 | 6% | 1% | 3% | -4% |
| CCOC(=O)CSc1nc2c(c(=O)[nH]c(=O)n2C)n1CCCc1ccccc1 | -2 | ? | -6 | -14% | 1% | 25% | 2% |
| FC(F)(F)Oc1ccc(-c2cn3cccnc3n2)cc1 | 51* | 68%[activator] | 54* | 11% | -3% | 155%[activator] | 0% |
| COc1ccc(-c2noc(C3CCCN(C(=O)c4cccs4)C3)n2)cc1 (stereo unspecified) | 18 | 3% | 55 | ? | 5% | / | -21% |
| COc1ccc(C(=O)NCCC2=CCCCC2)cc1OC | 46* | / | 75* | -4% | 2% | 97%[activator] | 6% |
| COc1ccc(NC(=O)[C@H](C)NC(N)=O)cc1S(=O)(=O)Nc1cc(C)ccc1Br | 0 | -7% | -8 | 3% | -1% | 7% | -2% |
| CCOC(=O)C1=C(C)OC(N)=C(C#N)C12C(=O)N(C)c1ccccc12 (stereo unspecified) | -3 | ? | 17 | 22% | 0% | ? | 0% |

SMILES	Cycloheximide cs	Pf growth 48h	Shiga toxin inh	HCV inhibitor	LmPK inh	Pf growth 96h	TbPYK inhibitor
CCNC(=S)N1CCC(C(N)=O)CC1	-3	17%	12	6%	-1%	-17%	0%
CCC1CCCCN1CCCNC(=O)c1ccc(CS(=O)(=O)c2ccccc2C)o1 (stereo unspecified)	-4	8%	-4	13%	-6%	60%[activator]	-5%
CCc1cccc(NC(=O)COC(=O)C2CCN(c3ccc(C(F)(F)F)cn3)CC2)c1	/	52%[activator]	/	42%[activator]	/	0%	1%
CC(=O)Nc1cc[n+](C(C)C(=O)c2ccccc2)cc1 (stereo unspecified)	-1	?	0	?	1%	?	-5%
N#CCC(=O)N/N=C/c1ccc(Sc2nc3ccccc3s2)o1	3	3%	-13	10%	3%	78%[activator]	4%
O=C(CN(Cc1ccco1)S(=O)(=O)c1ccccc1)N/N=C/c1ccccc1C(=O)O	6	-3%	32	20%	-9%	?	3%
O=C(c1ccccc1NS(=O)(=O)c1ccc(F)cc1)N1CCCCC1	1	34%[activator]	10	18%	0%	?	0%
O=C(CN1C(=O)NC2(CCOc3ccccc32)C1=O)NCC(F)(F)F (stereo unspecified)	-1	17%	-11	15%	2%	30%[activator]	0%
O=C(CC1Sc2ccccc2NC1=O)Nc1cccnc1 (stereo unspecified)	-5	11%	-3	8%	-5%	-15%	3%
COc1ccc(CN2CCCCC2C(=O)Nc2ccc(OC)c(OC)c2)cc1OC (stereo unspecified)	16	-18%	-14	3%	2%	/	4%
O=P1(Oc2ccccc2)C[C@@H](O)[C@@H](O)[C@H](COCc2ccccc2)O1 (stereo partly specified)	-6	-1%	-15	11%	3%	?	-4%
COc1ccc(NC(=S)NCCc2ccc(S(N)(=O)=O)cc2)c(OC)c1	-4	-12%	-11	-1%	-5%	?	-5%
COC(=O)c1cn(NC(=O)c2cc([N+](=O)[O-])ccc2F)c(=O)c2ccccc12	7	-21%	11	?	-1%	12%	3%
CN(C)c1ccc(C(=O)OCC(=O)NCC2CCCO2)cc1 (stereo unspecified)	2	/	1	-1%	-11%	7%	/
COc1ccc(C(CCN2CCCC(C)C2)c2c(OC)cc(OC)c3c(-c4ccccc4)cc(=O)oc23)cc1 (stereo unspecified)	8&-5	12µM*	-8&-5	-23%	7%	5.9µM*	1%
O=C(NC1CCCCC1)C1CC(=O)N(c2cccc([N+](=O)[O-])c2)C1 (stereo unspecified)	-3	-1%	18	8%	3%	37%[activator]	-5%
O=Cc1ccccc1OCCN1CCCC1=O	-3	6%	-6	12%	0%	-13%	3%
COc1ccc(CC(=O)NCC(=O)N/N=C/c2sccc2C)cc1	-3	2%	-1	-1%	0%	21%	-8%
Cc1ccc2c(c1)/C(=C/c1ccccc1)C(=O)N2	-1	?	-7	-20%	-7%	35%[activator]	-5%
CC(C)CN(C(=O)CSc1n[nH]c(-c2cccs2)n1)C1CCS(=O)(=O)C1 (stereo unspecified)	/	-1%	/	38%[activator]	/	?	-5%

Record cards (already shown). Order of values: Cycloheximide cs	Pf growth 48h	Shiga toxin inh	HCV inhibitor	LmPK inh	Pf growth 96h	TbPYK inhibitor
Results for O=C(c1ccccc1NS(=O)(=O)c1ccc(F)cc1)N1CCCCC1 → 1	34%[activator]	10	18%	0%	?	0%
Results for CCCn1ncc(CN2CCCC(C(=O)c3cccc(OC)c3)C2)c1C (stereo unspecified) → 1	?	-12	14%	3%	0%	-5%

A section of the results above, for reference:
SMILES	Cycloheximide cs	Pf growth 48h	Shiga toxin inh	HCV inhibitor	LmPK inh	Pf growth 96h	TbPYK inhibitor
COc1ccc2c(c1)c(/C=C/c1cc[n+](C)cc1)cn2C	-3	1.2µM*	-7	-21%	3%	0.37µM*	-11%
CCCn1ncc(CN2CCCC(C(=O)c3cccc(OC)c3)C2)c1C (stereo unspecified)	1	?	-12	14%	3%	0%	-5%
Cc1c(O)c(CN2CCCC2)cc2c3c(c(=O)oc12)CCC3	4	3.3µM*	-17	?	7%	?	-4%
CCSc1nnc(SCC(=O)c2c(N)n(C)c(=O)n(C)c2=O)s1	/	?	/	6%	/	4.1µM*	-3%

Remaining list, next part
SMILES	Cycloheximide cs	Pf growth 48h	Shiga toxin inh	HCV inhibitor	LmPK inh	Pf growth 96h	TbPYK inhibitor
OCc1nnc2c3ccccc3c(-c3ccccc3)nn12	-2	0%	-10	6%	-3%	/	-4%
O=C(CN1CCCCC1)N/N=C/c1ccccc1Br	9.1*	14%	21	19%	4%	?	-5%
CC(=O)Nc1ccc(C(=O)/C=C/c2ccc[nH]2)cc1	50*	157%[activator]	77*	-20%	-8%	81%[activator]	2%
O=C(NCC(c1ccco1)N1CCCC1)c1cc2ccccc2s1 (stereo unspecified)	/	2.6µM*	/	-19%	/	4.1µM*	-1%
O=C(Nc1cccc(C(=O)O)c1)/C(=C\c1ccc2c(c1)OCO2)NC(=O)c1ccc(Br)o1	16*	151%[activator]	45*	21%	2%	-5%	-16%
Nc1[nH]n2c(=O)c3c(nc2c1N=Nc1ccc(Cl)cc1)CCCC3	-3	?	-7	14%	-4%	?	-10%
Nc1ncc(Br)cc1S(=O)(=O)NCCC(=O)NCc1ccc(F)cc1	1	-4%	-13	-6%	1%	-15%	-6%
Cc1cc(C(=O)Nc2ccccc2N2CCOCC2)c(C)o1	1	-15%	-2	?	6%	?	6%

Compound activity (PubChem BioAssay)
